# SENP1 FRET inh – inhibitors of human SENP1 SUMO protease catalytic domain; Q9P0U3; recombinant SENP1 catalytic domain, CyPet-SUMO1-YPet FRET cleavage; inhibition, % at 10 µM; 0.21% of 360,000 active; AID 624204;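 active = inhibition at least 30% at 10 µM, raw YFP signal under a set limit, fluorescence ratio 0.5 to 1.5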;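 also: 0% = enzyme with DMSO and 100% = no enzyme wells; some results filed as inactive read as strong as hits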
# Target sequence (Q9P0U3 419-644 limits assumed): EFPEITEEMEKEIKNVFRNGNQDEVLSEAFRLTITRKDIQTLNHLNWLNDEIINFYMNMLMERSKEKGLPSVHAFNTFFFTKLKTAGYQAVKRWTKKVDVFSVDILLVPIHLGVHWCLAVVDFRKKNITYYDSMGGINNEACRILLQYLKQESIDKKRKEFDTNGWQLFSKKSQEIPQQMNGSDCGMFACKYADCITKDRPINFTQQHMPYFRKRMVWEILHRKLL
#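 Assay system – human recombinant His6-tagged SENP1 catalytic domain enzyme · Input – SENP1 enzyme, 20 pM final · Buffer or medium – Tris pH 8 buffer plus EDTA, NaCl, BME, BSA, NP40, catalase · Schedule – 50 min reaction at room temperature · Technique – FRET read of cyan and yellow fluorescence · Control set – no-enzyme wells low, DMSO-plus-enzyme wells high control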
# SENP8 block – inhibitors of human SENP8 protease. Q96LD8. recombinant SENP8, Nedd8 substrate fluorescence. inhibition, % at 20 µM. 0.64% of 360,000 active. AID 602440; in the data active = inhibition mostly above about 40%, no sharp cut-off; inactive = mostly below about 27%
# Target sequence (Q96LD8 whole entry, looked up): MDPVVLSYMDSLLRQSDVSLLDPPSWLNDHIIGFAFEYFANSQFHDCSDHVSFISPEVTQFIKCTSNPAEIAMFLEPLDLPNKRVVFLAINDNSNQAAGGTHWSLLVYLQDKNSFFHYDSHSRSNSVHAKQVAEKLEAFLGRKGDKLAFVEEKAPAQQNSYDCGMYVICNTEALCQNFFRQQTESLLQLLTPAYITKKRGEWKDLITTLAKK
# An asterisk follows results filed as active; i = inactive. The list is partial; rates above refer to the full screens.
molecule | SENP1 FRET inh | SENP8 block
Nc1nc2c(ncn2[C@@H]2O[C@H](CNS(=O)(=O)c3cccnc3)[C@@H](O)[C@H]2O)c(=O)[nH]1 | -3 | 13
COc1cccc(CNC(=O)[C@@H]2CCCN2C(=O)[C@H]2CCCCN2C(=O)OC(C)(C)C)c1 | 1 | 22
CCCCn1nnnc1C(c1ccccc1)N1CCN(c2ncccc2C(F)(F)F)CC1 (configuration not stated) | 0 | 11
O=C(C[C@@H]1CC[C@@H]2[C@H](COC[C@H](O)CN2S(=O)(=O)c2ccccc2)O1)Nc1ccccc1 | 3 | 17
CCCCN1CC(N2CCN(CCO)CC2)CS1(=O)=O (configuration not stated) | 3 | 21
Cc1cc2nc3c(=O)n(C4CCCCC4)c(=O)[nH]c3nc2cc1N | -24 | -127
NC(=O)c1cccc(-c2ccnc3c2CC(C(=O)NCc2cccc(Cl)c2)O3)c1 (configuration not stated) | 0 | 5
COc1cc(-c2cc3nc(NCc4cccc(Cl)c4)ccn3n2)cc(OC)c1OC | -9 | -480
CC(C)CNC(=O)C1(C)CCCCCN1C(=O)c1cc(C#N)cs1 (configuration not stated) | 2 | 11
CC[C@H](C)[C@@H](COC=O)NC(=O)[C@H]1O[C@@H](n2ccc(N)nc2=O)[C@H](O)[C@@H]1O | 1 | 18
CC(C)(C)OC(=O)N1CCC(C(=O)Nc2ccc(C(=O)N3CCCCC3)cc2)CC1 | 0 | 2
CC(C)C[C@H]1CNC(=S)N1CC1CCN(CC2CCCC2)CC1 | -1 | 11
Cn1cc(-c2coc3c(C(=O)NCc4cccs4)cccc23)cn1 | 1 | 0
NC(=N\N=CCc1ccccc1)/C(N)=N/N=CCc1ccccc1 | -3 | 37
CCNC(=O)C1(C)CCN(C(=O)c2ccc(OC)cc2)C1 (configuration not stated) | 0 | 3
CCNC(=O)C1(C)CCCN(C(=O)c2ccc3c(c2)C(C)(C)CCC3(C)C)C1 (configuration not stated) | 0 | 10
CC(C)=CCC[C@H](C)C[C@@H]1Cc2[nH]c(=S)[nH]c(=O)c2[C@@H](c2ccc(F)cc2)O1 | 0 | 8
COCCNC(=O)c1cc2c(c(-c3cccc(C#Cc4ccc(OC)c(OC)c4)c3)n1)[C@@H](CCO)N(S(=O)C(C)(C)C)C2 (some centres not stated) | -2 | -30
Cc1ccc(Cc2nc3ccccc3n2C(CCc2ccccc2)c2nc3ccccc3[nH]2)cc1 (configuration not stated) | 3 | 15
C=CCn1cnc2c(c1=O)c1nc3ccccc3nc1n2/N=C/c1cccc(OC)c1 | 1 | 6
C[C@H](CO)N1C[C@H](C)[C@@H](CN(C)C(=O)Nc2ccccc2)Oc2ncc(-c3ccc(C#N)cc3)cc2C1=O | 2 | -323
CC(=O)c1cccc(NC(=O)c2cc(S(=O)(=O)N3CCCCC3)ccc2N2CCOCC2)c1 | 1 | 2
CSc1ccc(/C=C/C(=O)OCC(=O)NC2CCCC2)cc1 | -2 | i
CC1(C(=O)O)CCC2(C)CCC3(C)C(=CC(=O)C4C5(C)CCC(=O)C(C)(C)C5CCC43C)C2C1 (configuration not stated) | -1 | 14
CC(C)CNC(=O)C1(C)CCCN1C(=O)c1ccc2ccccc2n1 (configuration not stated) | 0 | 6
O=C1N=C2N(CCN3CCCCC3)c3ccccc3N2/C1=C\c1ccc([N+](=O)[O-])s1 | 3 | 24
Cc1cccc(NC(=O)CN2C(=O)N/C(=C/c3cc(C)n(C)c3C)C2=O)c1 | -25 | -126
Cc1cnc(C(=O)N(CCCn2ccnc2)C2C(=O)Nc3ccccc3N=C2c2ccccc2)cn1 (configuration not stated) | 0 | 3
Nc1ccc2[nH]c(=S)sc2c1 | -16 | -81
COc1ccc(-c2cncnc2N)cc1OC | 0 | -2
CCCCCC(=O)N1C[C@H](n2cc(COC(=O)c3ccccc3)nn2)[C@@H](O)C[C@@H]1c1ccccc1 | -2 | 9
C[N+](C)(C)c1ccc(/C=N/Nc2nc(Cl)c(C#N)c(Cl)c2Cl)cc1 | -31 | -63
CCCCN1C(=O)C(CC(=O)NCc2ccco2)CC(C(=O)N(CC)CC)=C1C (configuration not stated) | -1 | 6
Cc1ccccc1CN1C(=O)CN(S(C)(=O)=O)CC1(C)C(=O)NCc1ccccc1 (configuration not stated) | -1 | 7
O=C(NC(c1ccc(-c2ccccc2)cc1)c1cnccn1)C1CCN(CCOc2ccc(F)cc2)CC1 (configuration not stated) | -11 | -1
Nc1c(C(=O)NCC2CCCO2)sc2nc3c(c(-c4ccco4)c12)CC/C3=C\c1ccco1 (configuration not stated) | -21 | -4
O=C(/C=C/[C@H]1O[C@@H](n2cnc3c(NC(=O)c4ccccc4)ncnc32)[C@H](O)[C@@H]1O)NCc1cccc2ccccc12 | 1 | 28
CC(=O)c1ccc(N2CCN(Cc3cc(=O)n4c(-c5ccccc5)csc4n3)CC2)cc1 | -12 | -57
CCCCNC(=O)c1nc(-c2cc3ccccc3[nH]2)oc1-c1cccc(C(F)(F)F)c1 | -2 | -418
COC(=O)c1cc(=O)nc(NN=Cc2ccc(OC)cc2)s1 | 16 | 11
Cc1nn(-c2ccc(F)cc2)c(Cl)c1/C=C(/CCC(=O)O)c1nc2ccccc2s1 | 2 | -42
CCOC(=O)C1=CCN(S(=O)(=O)c2ccccc2Br)C1c1ccccc1 (configuration not stated) | 3 | 10
CCCNC(=O)c1cc(C2CCCCN2C(=O)OCCF)on1 (configuration not stated) | 0 | 12
COC(=O)c1ccc2nc(-c3cccc(Cl)c3)c(CC3CCCCC3)n2c1 | -7 | -414
Oc1c(Cl)c(Cl)c2ncccc2c1Cl | -31 | -71
O=C(O)Cc1cccc2c(=O)cc(-c3ccccc3)oc12 | 1 | 7
CC(=O)Nc1ccc(NC(=O)C(NC(=O)c2ccc(Cl)cc2)C(C)C)cc1 (configuration not stated) | -2 | 8
COc1ccc(-c2cnc3c(NC=O)cc(-c4cc(OC)c(OC)c(OC)c4)cn23)cc1OC | 2 | -396
O=C(Nc1ccc(C(=O)N2CCCC2)cc1)c1ccccc1 | 2 | 2
Cc1nnc(NS(=O)(=O)c2ccc(N=Nc3ccc(N)nc3N)cc2)s1 | -33 | -23

# (next part)
molecule | SENP1 FRET inh | SENP8 block
CC1(Oc2cccc(F)c2)CCN(Cc2ccc(-c3ccccn3)cc2)C1 (configuration not stated) | -3 | 17
Cc1ccc2c(c1)[C@H]1[C@H](CO2)[C@H](c2ccccc2)[C@]2(C)C(=O)Nc3ccc(F)cc3C(=O)N12 | -2 | -5
COc1ccc(-n2nnnc2CNC(=O)C2CC(=O)N(c3ccc(F)cc3)C2)cc1 (configuration not stated) | -1 | 27
C=Cc1ccc(CC2(C)C(=O)Nc3c(Cl)cccc32)cc1 (configuration not stated) | 1 | 11
COc1ccc(Cc2c(-c3ccc(F)cc3)nc3cc(C)c(Br)c(C)n23)c(C)c1 | 1 | 1
CC(C)NC(=O)C1C(c2ccccc2)=Nc2ccccc2N1C(=O)c1cc(Cl)cc(Cl)c1 (configuration not stated) | 1 | 19
COc1ccc(-c2ccccc2C2=CC(=O)CC(C)(C)C2=O)cc1 | 33* | 34
CC(=O)Nc1ccc(OCCCN2CCC(C(O)(c3ccccc3)c3ccccc3)CC2)cc1 | 1 | 6
COc1cc(Nc2ccn3nccc3n2)cc(OC)c1OC | -2 | -30
O=S1(=O)C[C@H](N2CC[C@@H](O)C2)[C@@H](COCc2ccccc2)N1 | -2 | 14

# The list continues:
smiles,SENP1 FRET inh,SENP8 block
O=C(CSc1nc2ccccc2c(=O)n1-c1ccc(F)c(Cl)c1)Nc1ccc2c(c1)CCC2,-2,14
COc1ccc(C2OC[C@H]3O[C@H](O)[C@H](NC(C)=O)[C@@H](O)[C@@H]3O2)cc1 (some centres not stated),2,5
CCOC(=O)[C@]12CCCC=C1N(Cc1ccccc1)C(=O)[C@H](CC(=O)NCc1ccc(C)o1)C2,-1,18
Nc1nc(N)nc(-c2ccc([N+](=O)[O-])o2)n1,-13,16
CC(=O)Nc1cccc(-c2ccnc3c2CC(C(=O)NCC2CC2)O3)c1 (configuration not stated),0,12
Cc1cc(C)cc(Cn2cc(CN3CC(N4CCN(CCO)CC4)CS3(=O)=O)nn2)c1 (configuration not stated),2,19
CCNC(=O)C1CCCN(C(=O)c2ccc(F)c(Cl)c2)CC1 (configuration not stated),3,19
Cc1ccc(NS(=O)(=O)c2ccc(-n3cccn3)cc2)cc1Cl,6,8
Fc1ccccc1CNc1nc(NCC2CC2)nc2ccsc12,0,-30
CCCCn1c(N)c(N(CC(C)C)C(=O)c2ccc(OC)c(S(=O)(=O)N3CCOCC3)c2)c(=O)[nH]c1=O,1,7

# Compound profiles, as listed above.
# Profile of CC(C)NC(=O)C1C(c2ccccc2)=Nc2ccccc2N1C(=O)c1cc(Cl)cc(Cl)c1 (configuration not stated) → SENP1 FRET inh = 1; SENP8 block = 19
# Profile of O=C(/C=C/[C@H]1O[C@@H](n2cnc3c(NC(=O)c4ccccc4)ncnc32)[C@H](O)[C@@H]1O)NCc1cccc2ccccc12 → SENP1 FRET inh = 1; SENP8 block = 28

# Next section:
smiles,SENP1 FRET inh,SENP8 block
c1cc(CNCCNCc2ccncc2)ccn1,-13,-9
O=S(=O)(c1ccccc1C(F)(F)F)N1CCN(CC(O)COc2ccccc2F)CC1 (configuration not stated),-1,10
Cc1ccc(S(=O)(=O)N2C[C@H]3N(C(=O)OC(C)C)N(C(=O)OC(C)C)C[C@H](OC(=O)NCc4ccco4)[C@@]3(O)C2)cc1,2,5
Cc1cc(C2=NNC(=NCc3ccccc3)SC2)c(C)n1-c1c(C)n(C)n(-c2ccccc2)c1=O,1,6
O=C(NCc1ccc(Cl)nc1)c1csc([C@@H]2C[C@H](O)[C@@H](CO)O2)n1,0,9
O=C(NCC1CC1)c1cccs1,-1,8
CCCN(C(=O)CSCc1ccc(C)cc1)c1c(N)n(Cc2ccccc2)c(=O)[nH]c1=O,-11,8
COC(=O)C1CC(C(=O)OC)C2C(C(=O)OC)CC(C(=O)OC)C12 (configuration not stated),1,7
O=C1NC(=S)NC1=Cc1ccc(O)cc1,5,-6
C[C@@H]1CN([C@@H](C)CO)S(=O)(=O)c2ccc(Br)cc2O[C@@H]1CN(C)C(=O)c1ccc(F)cc1,0,20

# Quoted at random: 5 compounds from above, in no set order.
smiles,SENP1 FRET inh,SENP8 block
C[C@@H]1CN([C@@H](C)CO)S(=O)(=O)c2ccc(Br)cc2O[C@@H]1CN(C)C(=O)c1ccc(F)cc1,0,20
c1cc(CNCCNCc2ccncc2)ccn1,-13,-9
O=C1NC(=S)NC1=Cc1ccc(O)cc1,5,-6
O=C(NCc1ccc(Cl)nc1)c1csc([C@@H]2C[C@H](O)[C@@H](CO)O2)n1,0,9
CCCN(C(=O)CSCc1ccc(C)cc1)c1c(N)n(Cc2ccccc2)c(=O)[nH]c1=O,-11,8

# Going on with the list.
smiles,SENP1 FRET inh,SENP8 block
CCCCCCCCN1C(=O)[C@H](CC(=O)NCCCOCCCC)C[C@@]2(C(=O)OC)CCCCC=C12,1,24
Cc1ccc2c(c1)nc1c3ccccc3nc(-c3ccccc3N)n21,1,-394
COc1cccc(NC(=O)C2(C)CCN2CC2CCCCC2)c1 (configuration not stated),0,6
CCCCCn1nnnc1C1(C)CCC(=O)N1Cc1ccco1 (configuration not stated),-1,17
C[C@H]1CN([C@@H](C)CO)C(=O)CCCn2cc(nn2)CO[C@@H]1CN(C)C(=O)NC1CCCCC1,-1,11
O=C1C=C(c2ccccc2)CO1,3,9
CCc1nc2ccc(C(=O)Nc3ccc(NC(C)=O)cc3)cn2c1N(C)C(=O)Cc1ccccc1,1,1
COc1ccc(S(=O)(=O)N2CCOCC2)cc1C(=O)Nc1ccc(N2CCCCCC2)cc1,1,6
CN1CCN(C2CN(C3CCCCC3)S(=O)(=O)C2)CC1 (configuration not stated),1,9
Cc1nccn1CCC(=O)NC1CC(C)(C)Cc2c1cnn2-c1ccccc1 (configuration not stated),4,8
COc1ccc(CC(=O)Nc2ccc3c(c2)OC2(CCCC2)O3)c(OC)c1,-2,18
CCN1C(=O)[C@H]2[C@@H](c3ccc(C(F)(F)F)cc3)N[C@]3(CCCN(Cc4ccc(C)cc4)C3=O)[C@H]2C1=O,0,13
Cc1ccc(S(=O)(=O)NN=Cc2ccco2)cc1,0,15
Cc1ccc(S(=O)(=O)N2CCOCC2)cc1NC(=O)Cn1c(=O)ccn(Cc2ccccc2)c1=O,1,1
OC(c1cccc(Cl)c1)c1nc(-c2cnc3ccccc3c2)cs1 (configuration not stated),-1,-31
CC1(C(=O)NCCC#N)CCN1C(=O)CC(c1ccccc1)c1ccccc1 (configuration not stated),5,12
CCCNC(=O)C[C@@H]1C[C@@H]2c3cc(NS(=O)(=O)c4ccc(OC)cc4)ccc3O[C@@H]2[C@@H](CO)O1,1,-1
C[C@@H]1CN([C@@H](C)CO)C(=O)CCCn2nncc2CO[C@H]1CN(C)Cc1ccc2c(c1)OCCO2,-1,11

# Given with each value named: part of the list above.
OC(c1cccc(Cl)c1)c1nc(-c2cnc3ccccc3c2)cs1 (configuration not stated)
  SENP1 FRET inh: -1
  SENP8 block: -31

C[C@@H]1CN([C@@H](C)CO)C(=O)CCCn2nncc2CO[C@H]1CN(C)Cc1ccc2c(c1)OCCO2
  SENP1 FRET inh: -1
  SENP8 block: 11

CCCNC(=O)C[C@@H]1C[C@@H]2c3cc(NS(=O)(=O)c4ccc(OC)cc4)ccc3O[C@@H]2[C@@H](CO)O1
  SENP1 FRET inh: 1
  SENP8 block: -1

CCN1C(=O)[C@H]2[C@@H](c3ccc(C(F)(F)F)cc3)N[C@]3(CCCN(Cc4ccc(C)cc4)C3=O)[C@H]2C1=O
  SENP1 FRET inh: 0
  SENP8 block: 13

# High-throughput results deposited in PubChem BioAssay by Sanford-Burnham Center for Chemical Genomics.
